MrgX1 ag – agonists of human MrgX1 receptor, primary screen, HEK293 cells, Fluo-4 calcium flux. Mas-related G-protein coupled receptor member X1 (Homo sapiens), Q96LB2. Fluo-4 calcium fluorescence, agonist mode; stronger effect = higher value. B-score at 10 µM. hit rate 0.44% among 310,000. AID 588627, 2011;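 active = calcium response B-score plate-corrected fluorescence ratio at least 3 library SD, with starting fluorescence B-score inside 5 SD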
Target sequence (Q96LB2 whole entry, looked up): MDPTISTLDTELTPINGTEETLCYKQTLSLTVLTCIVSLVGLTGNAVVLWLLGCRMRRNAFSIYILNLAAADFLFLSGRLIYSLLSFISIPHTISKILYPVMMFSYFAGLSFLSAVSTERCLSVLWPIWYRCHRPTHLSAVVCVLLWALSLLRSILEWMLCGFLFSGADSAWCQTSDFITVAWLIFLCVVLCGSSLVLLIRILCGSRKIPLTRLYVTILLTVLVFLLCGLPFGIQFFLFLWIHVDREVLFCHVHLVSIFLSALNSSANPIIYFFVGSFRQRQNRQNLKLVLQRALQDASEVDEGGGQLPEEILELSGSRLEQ
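System: HEK293 cells stably expressing human MrgX1 receptor; Dosing: test compound in the initial addition of three; Schedule: overnight plating, then 30 min 37 °C plus 30 min room-temperature dye loading; Detection: kinetic calcium dye fluorescence, Fluo-4 NW; Controls: per-plate positive and negative controls for Z′ factor.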
TRPC6 inh – mouse TRPC6 channel inhibitors, primary screen, cell-based, HEK293, membrane potential dye; Short transient receptor potential channel 6 (Mus musculus), Q61143; ACh-evoked depolarization; stronger effect = lower value; B-score at 10 µM; hit rate 1.1% among 310,000; AID 2553, 2010;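 active = B-score under library mean minus 3 SD, initial fluorescence not abnormally high, positive integrated signal ratio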;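 note: B-score derived from integrated fluorescence ratio over the kinetic read; more negative B-score means stronger inhibition of depolarization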
MrgX1 PAM – positive allosteric modulators of MrgX1, primary screen, HEK293 cells, Fluo-4 calcium flux; Mas-related G-protein coupled receptor member X1 (Homo sapiens), Q96LB2; FDSS; stronger effect = higher value; B-score at 10 µM; hit rate 0.63% among 310,000; AID 588675, 2011;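 active = plate-corrected calcium response at least 3 library SD above typical, normal starting fluorescence, not activating the receptor alone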;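 note: compound read alongside a low EC10 to EC30 dose of BAM8-22 agonist; peak minus trough fluorescence over baseline measured at the second addition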
TRPC6 activator – mouse TRPC6 channel activators, primary screen, cell-based, HEK293, membrane potential dye; AID 2550, 2010; B-score at 10 µM; HEK293-TRPC6 membrane potential dye fluorescence; stronger effect = higher value; hit rate 0.13% among 310,000;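 active = B-score of the integrated fluorescence ratio above library mean plus 3 SD, and starting fluorescence ratio within library mean plus 5 SD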;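 note: higher score means more depolarization so channel activation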
SKKanGAS inh – S. pyogenes SKKanGAS growth inhibitors in kanamycin, primary screen, streptokinase expression inhibitor project, SKKanGAS strain, BacTiter-Glo luminescence. 6 h. inhibition, % at 7.5 µM. hit rate 1.3% among 300,000;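 active = mean replicate score, as percent of positive control median, at least 50; inconclusive = mean below 50 but one replicate at or above 50; inactive = mean and every replicate below 50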;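 note: strain carries kanamycin resistance gene driven by streptokinase promoter and grows in 40 µg/ml kanamycin; loss of luminescence reflects streptokinase promoter inhibition or plain growth inhibition; 0% = median of DMSO wells and 100% = positive control at its reference dose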
MrgX1 antag – antagonists of human MrgX1 receptor, primary screen, HEK293 cells, Fluo-4 calcium flux | BAM8-22 antagonism; stronger effect = lower value | hit rate 1.3% among 310,000 | B-score at 10 µM | Mas-related G-protein coupled receptor member X1 (Homo sapiens), Q96LB2;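 active = calcium-response B-score plate-corrected more than 3 library SD below zero, starting fluorescence within 5 deviations, no agonist response on first addition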;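 note: peak minus trough fluorescence over baseline after final BAM8-22 challenge near maximal dose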
RGS4 block – RGS4 inhibitors, primary screen, cell-based, HEK293 M3R inducible RGS4, calcium flux; Regulator of G-protein signaling 4 (Homo sapiens), P49798; AID 463165, 2010; Fluo-4 calcium flux; stronger effect = higher value; triggered by carbachol at its EC20; B-score at 10 µM; hit rate 0.45% among 310,000;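 active = B-score, a plate-corrected calcium signal, over three deviations above library mean, with baseline fluorescence within five deviations of library mean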;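 note: RGS4 expression induced by doxycycline in cells with stable M3 receptor; B-score is computed from the integrated fluorescence ratio over baseline after carbachol; higher B-score means a larger calcium signal and so more RGS4 inhibition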
Target sequence (P49798 whole entry, looked up): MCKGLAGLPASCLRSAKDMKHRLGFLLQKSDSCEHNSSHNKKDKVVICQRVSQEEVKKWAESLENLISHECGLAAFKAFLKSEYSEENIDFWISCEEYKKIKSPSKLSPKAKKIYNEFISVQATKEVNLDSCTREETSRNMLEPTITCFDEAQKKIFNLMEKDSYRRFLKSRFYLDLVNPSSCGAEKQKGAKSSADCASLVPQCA
ANO1 block – TMEM16A chloride channel inhibitors, primary screen, cell-based, HTS; Anoctamin-1 (Mus musculus), Q8BHY3; AID 588511, 2011; hit rate 1.2% among 310,000; HEK293 TMEM16A/YFP iodide influx fluorescence, ionomycin; normalized B-score (activity score, 25-100; higher = stronger inhibition) at 10 µM;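 active = ratio plate-corrected score three or more library SD toward inhibition, starting fluorescence score within five deviations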;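 note: score derived from kinetic fluorescence span divided by baseline fluorescence per well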
RGS4 act – RGS4 potentiators or activators, primary screen, cell-based, HEK293 M3R inducible RGS4, calcium flux; hit rate 0.92% among 310,000; carbachol calcium flux Fluo4; stronger effect = lower value; B-score at 10 µM;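 active = B-score of the integrated calcium signal more than 4 SD below the library mean, with starting fluorescence not abnormally high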;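 note: negative B-score means reduced calcium response which marks RGS4 activation or potentiation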
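test system = HEK293 cells with stable M3R and inducible RGS4 | schedule = recording 10 s baseline at 1 Hz, 100 s post-agonist | technique = Fluo4-AM (2 µM) calcium-flux fluorescence, kinetic read | measure = Agonist-evoked peak-minus-minimum fluorescence over baseline, integrated ratio, B score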
TMEM16A act – TMEM16A chloride channel activators or potentiators, primary screen, cell-based, HTS; Anoctamin-1 (Mus musculus), Q8BHY3; HEK293 TMEM16A/YFP-H148Q/I152L, iodide quench fluorescence; stronger effect = lower value; AID 623877, 2012; hit rate 0.3% among 340,000; B-score at 10 µM;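 active = fluorescence-ratio B-score plate-corrected deviation score at least 3 library SD below zero, with starting fluorescence score within 5 deviations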;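 note: channel opened by trigger with iodide after compound preincubation; score built on the fluorescence ratio of max minus min over baseline; more negative score means more quench and so TMEM16A activation or potentiation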
HDAC3 inhib – HDAC3 deacetylase inhibitors, primary screen, biochemical, fluorescence, cell-free homogeneous; Histone deacetylase 3 (Homo sapiens), O15379; recombinant HDAC3, fluorogenic peptide/trypsin coupled; inhibition, % at 8.3 µM; hit rate 0.15% among 320,000; in the data active = inhibition above about 26%, passing the limit was not always enough; inconclusive = no clear call, values can overlap the other calls
Target sequence (O15379 whole entry, looked up): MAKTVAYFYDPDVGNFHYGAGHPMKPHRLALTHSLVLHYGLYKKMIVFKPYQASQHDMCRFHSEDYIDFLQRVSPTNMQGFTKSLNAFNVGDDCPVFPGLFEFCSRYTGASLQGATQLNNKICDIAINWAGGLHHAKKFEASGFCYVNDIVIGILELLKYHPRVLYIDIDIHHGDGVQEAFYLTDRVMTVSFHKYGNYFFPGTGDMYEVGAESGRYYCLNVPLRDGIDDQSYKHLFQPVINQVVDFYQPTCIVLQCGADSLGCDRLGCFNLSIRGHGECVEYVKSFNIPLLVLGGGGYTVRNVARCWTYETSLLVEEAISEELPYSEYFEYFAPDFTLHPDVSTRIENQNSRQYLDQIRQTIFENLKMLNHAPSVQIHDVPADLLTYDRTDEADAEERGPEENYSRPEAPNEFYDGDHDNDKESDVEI
Active calls of the source: *; i = inactive; ? = inconclusive; / = no result given.

SMILES	MrgX1 ag	TRPC6 inh	MrgX1 PAM	TRPC6 activator	SKKanGAS inh	MrgX1 antag	RGS4 block	ANO1 block	RGS4 act	TMEM16A act	HDAC3 inhib
O=C1c2c([N+](=O)[O-])cc([N+](=O)[O-])cc2S(=O)N1Cc1ccccc1 (centres undefined)	i	i	i	i	2	i	i	i	i	i	9
CCOCCCNC(=O)C(c1ccc(Cl)cc1)N1CCC2(CC1)OCCO2 (centres undefined)	i	i	i	i	6	i	i	i	i	i	3
CN(CC(=O)Nc1ccc(F)c(F)c1F)C(=O)c1ccc2c(c1)S(=O)(=O)N=C1CCCCCN12	i	i	i	i	0	i	i	i	i	i	-1
CC(C)C[C@H](NC(=O)[C@@H]1Cc2c([nH]c3ccccc23)C2c3ccccc3C(=O)N21)C(=O)N1CCC[C@@H]1C(=O)O (some centres undefined)	i	i	i	i	6	i	i	i	i	i	2
O=C(NCCCO)C(=O)Nc1cc2c3c(c1)CCN3C(=O)CC2	i	i	i	i	-5	i	i	i	i	i	11
Cc1ccc(OCC(=O)NCCCNC(=O)c2ccncc2)cc1	i	i	i	i	-14	i	i	i	i	i	-4
CCN(C(=O)CSc1nc2cc(C(=O)OC)ccc2c(=O)n1Cc1ccco1)c1cccc(C)c1	i	i	i	i	27	i	i	i	i	i	1
CCOc1ccc(CN(C)C(=O)CNC(=O)c2ccc(Br)o2)cc1OC	i	i	i	i	3	i	i	i	i	i	-12
COc1cc(C(=O)NC(=S)Nc2cccc(-c3cc4ccccc4oc3=O)c2)cc(OC)c1OC	i	i	i	i	15	i	i	i	i	i	5
CCOCCOC(=O)C1=C(C)Nc2ccc(C)cc2S1	i	i	i	i	4	i	i	i	i	i	15
CCC(=O)c1ccc(OCC(=O)NCCc2ccccn2)cc1	i	i	i	i	-4	i	i	i	i	i	2
Cc1ccccc1N1CCN(C2CCCN(C(=O)c3cn4c(C)cccc4n3)C2)CC1 (centres undefined)	i	i	i	i	-7	i	i	i	i	i	-3
COc1cccc2c3c(c(C)nc12)CC(C)O3 (centres undefined)	i	-6.2*	i	i	-10	i	i	i	i	i	-31
CCc1cc(C(=O)c2ccc(OC)cc2)c(N)s1	i	i	i	i	-18	i	i	i	i	i	1
COc1ccc2c(CC(=O)Nc3cccc(S(=O)(=O)N4CCOCC4)c3)coc2c1	i	i	i	i	5	i	i	i	i	i	0
Cc1nn(-c2ccccc2)c2[nH]c(=O)c(CNCCN3CCOCC3)cc12	i	i	i	i	0	i	i	i	i	/	2
COc1cc(/C=C2/SC(=S)N(CC(=O)O)C2=O)ccc1OC(=O)c1cccs1	i	i	i	i	8	i	i	i	i	i	/
Cc1ccc(NC(=O)CCNS(=O)(=O)c2cc(Br)cnc2N)cc1Cl	i	i	i	i	-5	i	i	i	i	i	-1
O=C(Nc1cccc(F)c1)N1CCC(n2c(=O)[nH]c3ccccc32)CC1	i	i	i	i	4	i	i	i	i	i	0
O=c1c2ccccc2nc2n1CCN2	i	i	i	i	-2	i	i	i	i	i	-17
CCCc1c(C)nc2c(Br)cccc2c1Cl	i	i	i	i	22	i	i	i	i	i	1
C[C@@]12C(=O)N(c3ccc(C(F)(F)F)cc3)C(=O)N1[C@@H]1c3ccccc3OC[C@@H]1[C@H]2c1ccccc1	i	i	i	i	5	i	i	i	i	i	-4
C[C@H](NC(=O)c1nc[nH]c1C(=O)N[C@@H](C)C(=O)OC(C)(C)C)C(=O)OCc1ccccc1	i	i	i	i	-3	i	i	i	i	i	5
CN(CCC#N)C(=O)COC(=O)c1nn(-c2ccccc2)c(=O)c2ccccc12	i	i	i	i	4	i	i	i	i	i	0
Cc1cccc(-n2c(CNC(=O)c3cccc([N+](=O)[O-])c3C)n[nH]c2=S)c1	i	i	i	i	-6	i	i	i	i	i	10
(list continues)
SMILES	MrgX1 ag	TRPC6 inh	MrgX1 PAM	TRPC6 activator	SKKanGAS inh	MrgX1 antag	RGS4 block	ANO1 block	RGS4 act	TMEM16A act	HDAC3 inhib
CCOc1ccccc1N(CC(=O)Nc1cccc(OC)c1)S(=O)(=O)c1ccccc1	i	i	i	i	1	i	i	i	i	i	2
COc1ccc(-c2nsc(C(=O)N(c3ccc(F)cc3)C(C(=O)NC3CCCC3)c3ccc(OC)cc3)c2N)cc1 (centres undefined)	i	i	i	i	30	i	i	i	i	i	0
CC(=O)Nc1cc(C(=O)N2CCCC2)ccc1S(=O)(=O)c1ccc(Cl)cc1	i	i	i	i	-2	i	i	i	i	i	8
O=C(/C=C/c1c(F)cccc1Cl)NCc1ccc2c(c1)OCO2	i	i	i	i	10	i	i	i	i	i	0
O=C(NC1CCCC1)C(Cc1ccccc1)n1cccc1 (centres undefined)	i	i	i	i	6	i	i	i	i	i	-10
Cc1ccc(C)c(-c2nnc(NC(=O)CS(=O)(=O)c3ccccc3)o2)c1	i	i	i	i	31	i	i	i	i	i	3
Cc1ccc(C(=O)N/C(=C\c2ccc(F)cc2)C(=O)NCc2ccncc2)cc1	i	i	i	i	-2	i	i	i	i	i	/
COc1ccc(Cn2nnc(C(=O)Nc3ccc4c(c3)OCCO4)c2N)cc1Br	i	i	i	i	22	i	i	i	i	i	-1
CN(C)CCOCCP(=O)(c1ccccc1)c1ccccc1	i	i	i	i	1	i	i	i	i	i	1
CC(C)Cc1cc(CN2CCCC(CO)(Cc3cccc(Cl)c3)C2)[nH]n1 (centres undefined)	i	i	i	i	13	i	i	i	i	i	3
CCN(CC)S(=O)(=O)c1cccc(NC(=O)COC(=O)CCC(=O)c2ccc(F)cc2)c1	i	i	i	i	-3	i	i	i	i	i	4
CCNC(=O)CN(C1CCCCC1)S(=O)(=O)c1ccc(F)cc1	i	i	i	i	1	i	i	i	i	i	-9
Cc1ccc(S(=O)(=O)N2CCN(C(C)CC(=O)O)CC2)cc1 (centres undefined)	i	i	i	i	-5	i	i	i	i	i	16
COCC(=O)Nc1ccc([N+](=O)[O-])cc1C	i	i	i	i	-13	i	i	i	i	i	0
Cc1ccc(C2=C/C(=C/c3cccs3)C(=O)O2)cc1	i	i	i	i	-1	i	i	i	i	i	0
C=C(C)CC1Nc2ccccc2NC1CC(=C)C (centres undefined)	i	i	i	i	2	i	i	i	i	i	4
O=C(N/N=C/c1ccncc1)C1C2CCCCCCC21 (centres undefined)	i	i	i	i	-4	i	i	i	i	i	2
Cc1[nH]c(=O)c(C#N)c(C)c1Cc1ccc(Cl)cc1Cl	i	i	i	i	10	i	i	i	i	i	-2
COc1ccc(C(=O)NNC(=O)Cc2ccc([N+](=O)[O-])cc2)cc1	i	i	i	i	-6	i	i	i	i	i	-1
COc1ccc(-c2ccc(CCC(=O)O)n2CC(C)C)cc1	i	i	i	i	-2	i	i	i	i	i	-17
CCCc1nc(N2CCN(S(=O)(=O)c3ccc(Cl)cc3)CC2)c2c(C)c(C)sc2n1	i	i	i	i	/	i	i	i	i	i	7
O=C(Nc1nncs1)c1cc(S(=O)(=O)N2CCCCC2)ccc1Cl	i	i	i	i	1	i	i	i	i	i	-4
CN(C)S(=O)(=O)c1ccc(C(=O)Nc2nnc(SCc3cccc(F)c3)s2)cc1	i	i	i	i	-1	i	i	i	i	i	-1
COc1ccc(-n2c(SCC(=O)Nc3ccc(C(=O)O)cc3)nnc2-c2cccs2)cc1	i	i	i	i	13	i	i	i	i	i	1
O=C(CCS(=O)(=O)Cc1ccccc1)N1CCN(c2ccc([N+](=O)[O-])cc2)CC1	i	i	i	i	8	i	i	i	i	i	3
New compounds follow.
SMILES	MrgX1 ag	TRPC6 inh	MrgX1 PAM	TRPC6 activator	SKKanGAS inh	MrgX1 antag	RGS4 block	ANO1 block	RGS4 act	TMEM16A act	HDAC3 inhib
O=C(CN1C(=O)CSc2ccccc21)NC1CCCC1	i	i	i	i	7	i	i	i	i	i	1
C=CCNc1nc(-c2cccc(OC)c2O)nc2ccccc12	i	i	i	i	-10	i	i	i	i	i	2
COc1cccc(N2CCN(c3ccc4nnc(CCC(=O)N5CCC(C)CC5)n4n3)CC2)c1	i	i	i	i	1	i	i	i	i	i	?
O=C(NC(=S)Nc1cccc(Cl)c1N1CCCC1)c1ccc(-c2cccc([N+](=O)[O-])c2)o1	i	i	i	i	3	i	i	i	i	i	3
COCCNC(=O)c1ccccc1NC(=O)CCSc1ccccc1	i	i	i	i	13	i	i	i	i	i	-2
O=C1N[C@H](Cc2ccccc2)CO1	i	i	i	i	16	i	i	i	i	i	-8
COc1ccc(S(=O)(=O)N2CCOCC2)cc1Br	i	i	i	i	4	i	i	i	i	i	3
O=C(Nc1ccccc1F)c1cnccn1	i	i	i	i	/	i	i	i	i	i	1
CN(C)CCNc1c(N)c(=O)oc2ccccc12	i	i	i	i	-1	i	i	i	i	i	0
CN(CC(=O)N1CCCCCC1)S(=O)(=O)c1cccc2cccnc12	i	i	i	i	-5	i	i	i	i	i	-4
COc1cc2c(cc1NC(=O)C(C)OC(=O)C1CC(=O)N(Cc3ccco3)C1)oc1ccccc12 (centres undefined)	i	i	i	i	7	i	i	i	i	i	6
Cc1c(C)c2ccc(O)c(CN3CCCC3)c2oc1=O	i	i	i	i	11	i	i	i	i	i	-307
COc1cc(/C=N\NC(=O)c2ccc(C)nc2)ccc1OC(=O)c1ccc2c(c1)OCO2	i	i	i	i	7	i	i	i	i	i	-1
S=c1[nH]nc(C2CCCCC2)n1/N=C/c1ccncc1	i	i	i	i	8	i	i	i	i	i	3
S=c1nc(-c2ccccc2)n(Cc2cccnc2)c2c1CCCC2	i	i	i	i	-1	i	i	i	i	/	3
COc1ccc(C(C)(C)NC(=O)C2CCC(=O)N(C3CCCC3)C2)cc1OC (centres undefined)	i	i	i	i	1	i	i	i	i	i	1
CCc1ccccc1N/C(=N\S(=O)(=O)c1ccccc1)C(F)(F)F	i	i	i	i	14	i	i	i	i	i	7
CN(C)S(=O)(=O)c1ccc(Cl)c(C(=O)NCC2CCCCC2)c1	i	i	i	i	1	i	i	i	i	i	5

Rows were taken by chance, and some 6.7% of all compounds hit somewhere here.
